Hck-Nef inh = inhibitors of human Hck kinase activated by Nef | P08631 | Recombinant Hck-YEEI plus Nef, Z-Lyte FRET kinase assay | inhibition, % at 20 µM | 220,000 tested, 0.68% active;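 active = Hck-Nef kinase inhibition above about 50%, limit read from the data; inactive = inhibition below that limit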;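 also: 0% = DMSO with Hck plus Nef and 100% = Hck alone without Nef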
Rad51 HR inh = blocks human Rad51 in homologous recombination; Q06609; hRad51 DNA strand exchange, fluorescence dequenching; inhibition, % at 10 µM; 200,000 tested, 0.085% active; AID 1385;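 active = inhibition above 40% at the single screening dose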;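 also: 0% = DMSO control wells and 100% = blanks with heterologous ssDNA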
Target sequence (Q06609 whole entry, looked up): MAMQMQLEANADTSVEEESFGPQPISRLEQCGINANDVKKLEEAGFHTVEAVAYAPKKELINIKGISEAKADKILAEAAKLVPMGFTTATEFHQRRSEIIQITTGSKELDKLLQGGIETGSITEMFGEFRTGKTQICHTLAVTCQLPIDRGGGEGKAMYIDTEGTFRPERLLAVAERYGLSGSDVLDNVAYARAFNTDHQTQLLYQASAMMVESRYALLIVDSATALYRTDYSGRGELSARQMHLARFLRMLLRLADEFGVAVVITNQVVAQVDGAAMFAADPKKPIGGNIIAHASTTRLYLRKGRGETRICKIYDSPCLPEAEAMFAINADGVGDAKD
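Test system: preformed human Rad51 ssDNA filaments. Compound dosing: single dose, 10 µM final compound. Incubation: filaments 15 min 37 °C, then compound 30 min. Technique: FRET fluorescence dequenching, excitation 485 nm, emission 520 nm. Read-out basis: percent inhibition from fluorescence, normalised to plate control and blank means. Benchmarks: plate controls and plate blanks.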
TNF death inh = inhibitors of TNF-alpha induced necroptosis in Jurkat FADD-/- cells. Jurkat FADD-/- TNF necroptosis rescue, ATP luminescence, 24 h; 0 = TNF only, 100 = no-TNF cells. activation (protection from cell death), % at 10 µM. 220,000 tested, 0.068% active. AID 463075;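 active = activation, meaning protection from cell death, of at least 50% relative to plate controls; inactive = activation below 50%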;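 also: necroptosis triggered by 40 ng/mL TNF-alpha added together with compound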
Cl transport mod = modulators of human KCC2 chloride dependent transport; KCC2 cells, thallium flux FluoZin-2 fluorescence; Q9H2X9; 190,000 tested, 2.2% active; B-score of Tl+ flux slope (higher = more flux/activation; lower = inhibition) at 10 µM;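 active = thallium flux slope and its plate-corrected score both differing from the plate sample mean at a set confidence after two filtering rounds, in either direction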;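 also: slope of fluorescence scaled to starting intensity during 10 to 20 s after thallium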
FXIa inh = blocks human coagulation factor XIa protease activity | P03951 | purified FXIa, Boc-Glu-Ala-Arg-AMC fluorogenic substrate | inhibition, % at 5 µM | 220,000 tested, 0.14% active | AID 798;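 active = inhibition of at least 40%; inactive = inhibition below 40%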;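 also: fluorescence of freed AMC excited at 355 nm; 0% = enzyme without compound and 100% = no enzyme blank; many of its hits are not listed in these tables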
Target sequence (P03951 19-387 limits assumed): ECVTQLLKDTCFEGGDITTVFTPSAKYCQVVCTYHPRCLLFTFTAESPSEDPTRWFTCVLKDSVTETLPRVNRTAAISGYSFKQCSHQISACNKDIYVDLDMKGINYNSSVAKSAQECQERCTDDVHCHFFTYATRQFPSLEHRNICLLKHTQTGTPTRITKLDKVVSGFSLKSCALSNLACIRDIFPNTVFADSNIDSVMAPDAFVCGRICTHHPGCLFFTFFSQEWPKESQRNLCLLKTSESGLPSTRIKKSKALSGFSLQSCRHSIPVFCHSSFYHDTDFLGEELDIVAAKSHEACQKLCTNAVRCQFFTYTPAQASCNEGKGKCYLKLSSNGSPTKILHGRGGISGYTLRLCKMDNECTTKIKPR
Target sequence (P03951 388-625 limits assumed): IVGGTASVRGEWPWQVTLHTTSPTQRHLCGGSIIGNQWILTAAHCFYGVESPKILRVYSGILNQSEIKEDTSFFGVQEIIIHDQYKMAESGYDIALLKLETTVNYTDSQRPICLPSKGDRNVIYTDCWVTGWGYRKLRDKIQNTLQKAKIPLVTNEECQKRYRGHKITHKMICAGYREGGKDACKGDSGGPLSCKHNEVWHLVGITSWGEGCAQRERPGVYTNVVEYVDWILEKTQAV
L929 necroptosis = L929 zVAD cell death inhibition. L929 zVAD necroptosis rescue, ATP luminescence, 24 h; with zVAD 60 µM. viability rescue, % at 10 µM. 220,000 tested, 0.38% active. AID 1377;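 active = activation, scaled between plate controls, above about 75%, limit read from the data; inactive = activation under that limit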;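 also: 0% = zVAD with DMSO and 100% = DMSO alone without zVAD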
KLK5 inh = blocks human kallikrein 5 protease activity; Q9Y337; recombinant hK5, fluorogenic AMC substrate cleavage; inhibition, % at 5 µM; 210,000 tested, 0.59% active;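 active = inhibition of 40% or more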;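 also: 0% = enzyme controls without compound and 100% = no-enzyme blanks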
FXIIa inh = inhibitors of human coagulation factor XIIa. P00748. purified FXIIa, Boc-QGR-AMC fluorogenic substrate, 2 h. inhibition, % at 5 µM. 220,000 tested, 0.3% active. AID 800; in the data active = inhibition above about 40%;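 also: 0% = enzyme with no compound and 100% = blank without enzyme; many of its hits are not listed in these tables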
thrombin 1536 = inhibitors of human thrombin; P00734; alpha-thrombin, Boc-VPR-AMC fluorogenic substrate cleavage; inhibition, % at 5 µM; 220,000 tested, 0.26% active; AID 1046;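 active = inhibition at or above 40%; inactive = inhibition below 40%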;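 also: 0% = enzyme with no compound and 100% = wells without enzyme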
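System – human alpha-thrombin · Medium – pH 7.5 Tris (50 mM) with NaCl 150 mM, Tween 20 0.05% · Compound – single-point dosing at 5 µM, 0.2% DMSO · Incubation – enzyme reaction carried out at room temperature · Technique – fluorescence of released AMC, ex 355 nm, em 460 nm · Read-out basis – % inhibition of thrombin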
Starred values were filed as active, the others as inactive; . = not tested or not shown. Not all compounds are listed; count on the stated rates, not on these rows.

Value order: Hck-Nef inh	Rad51 HR inh	TNF death inh	Cl transport mod	FXIa inh	L929 necroptosis	KLK5 inh	FXIIa inh	thrombin 1536
C=CCOC(=O)C1=C[C@@H](c2ccc(C(F)(F)F)cc2)[C@H](CCCO)[C@@H](OCC)O1
  10	-3	3.3	-0.25	2	1.2	3	10	0
CC(C)NS(=O)(=O)c1ccc(NC(=O)CCc2ccccc2)cc1
  -16	-14	1.7	-0.57	7	-0.3	-16	12	-9
COc1ccc(-c2csc(/C(C#N)=C\c3ccc(O)c([N+](=O)[O-])c3)n2)cc1OC
  15	-15	-1.5	-1.3	19	0.3	2	18	11
COc1ccc(OCCSc2nnc(CCNC(=O)c3ccc(OC)cc3)n2C)cc1
  0	-4	-2.0	.	-7	0.5	-7	4	-7
CN(C(=O)COc1ccccc1)c1nnc(-c2ccncc2)s1
  2	-9	0.1	0.82	-2	1.1	-28	2	2
CCc1ccccc1N(C)S(=O)(=O)c1ccc2[nH]cc(C(=O)N3CCc4ccccc43)c(=O)c2c1
  3	.	-1.8	-2.2	7	.	-4	16	5
Cc1cc(NC(=O)CSc2nc3ccccc3n2CC(=O)N2CCC(C)CC2)no1
  7	-2	1.4	0.31	6	1.3	-1	10	4
Cc1nnc(SCC(=O)NCC(=O)Nc2ccc(F)c(F)c2F)n1Cc1ccccc1
  3	0	0.2	0.94	-2	0.5	-4	2	-3
COc1ccc(N2CCN(c3ncnc4nc[nH]c34)CC2)cc1
  3	-6	-1.6	1	3	7.8	-1	19	-6
CC(C)(C)C(=O)Nc1ccccc1C(=O)NCCCn1ccnc1
  18	5	0.6	-0.28	-1	1.1	-2	5	-3
CCOC(=O)c1cccc(NC(=O)C2CCCN(S(=O)(=O)c3c(C)n[nH]c3C)C2)c1 (stereo unspecified)
  1	.	-3.4	.	8	0.3	-8	13	0
COc1ccc(N(Cc2ccccc2)C(=O)c2ccccc2[N+](=O)[O-])cc1
  1	-2	-3.0	0.078	7	-1.2	2	1	4
COc1ccc(S(=O)(=O)N2CCN(C3CCN(Cc4ccccc4)CC3)CC2)cc1
  1	-1	-5.9	-1.2	2	0.4	5	11	4
CSCCOC(=O)C1=C(C)NC(=O)CC1c1ccccc1Cl (stereo unspecified)
  -1	3	-3.9	.	3	-0.2	-8	12	4
COc1ccccc1CC(=O)N1CCN(c2ccccn2)CC1
  1	-8	-0.7	-2.3	-7	0.7	5	-4	-1

The listing continues.
Value order: Hck-Nef inh	Rad51 HR inh	TNF death inh	Cl transport mod	FXIa inh	L929 necroptosis	KLK5 inh	FXIIa inh	thrombin 1536
O=C(COc1cccc(C(F)(F)F)c1)NCCCN1CCCC1=O
  10	2	-0.4	1.6	3	-0.4	-27	9	4
Cc1c(Cl)cccc1NC(=S)NCCc1ccccn1
  24	0	-14	-0.24	4	0.5	0	8	0
CO[C@@]1(NC(=O)Cc2cccs2)C(=O)N2C(C(=O)O)=C(COC(N)=O)CS[C@@H]21
  3	-13	2.7	-0.53	-2	0.3	-5	6	-7
C=C(C)c1cccc(C(C)(C)NC(=O)N2CCN(C/C=C/c3ccccc3)CC2)c1
  2	-15	-1.7	0.31	-7	0.8	0	-11	-5
CC(C(=O)O)N1C(=O)CSc2ncccc21 (stereo unspecified)
  -1	1	1.5	.	3	1.7	-8	17	2
COC(=O)c1ccc2c(c1)S(=O)(=O)NC(=NCCCN1CCOCC1)S2
  4	.	-1.1	1.1	0	0.2	0	-1	-11
COc1ccc(-c2cc(-c3ccccc3)c(C#N)c(SCC(=O)Nc3ncc(C)s3)n2)cc1
  -1	-5	-4.4	1.8	-1	1.7	-11	7	-17
O=CNC(=O)c1ccccc1C(=O)O
  -8	2	0.5	0.26	-9	-0.6	-6	0	-5
O=S(=O)(c1ccccc1)N1CCN=C1SCc1ccc(Cl)c(Cl)c1
  38	2	-0.2	-0.89	-6	0.4	-12	-1	-8
O=C(NCc1ccc2c(c1)OCO2)C1CCN(S(=O)(=O)N2CCCCC2)CC1
  -2	.	-0.1	0.4	-3	.	-14	4	-3
Cc1ccc(NC(=O)c2cnn(-c3ccccc3)c2NC(=O)c2ccco2)cc1C
  5	-4	1.8	.	-7	1.5	-11	1	-1
CCOc1ccc(/C=C2\SC(=O)N(c3ccc(O)cc3)C2=O)cc1OC
  10	14	0.3	-0.36	-1	0.5	1	3	-1
CCC(=O)NCc1csc(-c2cccs2)n1
  3	-7	5.0	0.018	2	0.8	-4	6	-6
O=C(CCc1nnc(-c2ccc3c(c2)OCO3)o1)NC(c1ccccn1)C(F)(F)F (stereo unspecified)
  10	.	-1.2	-0.51	2	-0.5	.	11	-6
Cc1[nH][nH]c(=O)c1C(c1c(C)[nH][nH]c1=O)c1cn(Cc2ccc(Cl)c(Cl)c2)c2ccccc12
  3	-1	-11	-2.2	9	-0.9	-3	9	-2

(list continues)
Value order: Hck-Nef inh	Rad51 HR inh	TNF death inh	Cl transport mod	FXIa inh	L929 necroptosis	KLK5 inh	FXIIa inh	thrombin 1536
NC12NC(=O)C3(O)C4C5CC(C6C5C3C61)C42 (stereo unspecified)
  17	6	0.4	-0.24	-5	1.8	-3	0	-11
COc1ccc(-c2nn(-c3ccccc3)cc2C(=O)OCC(=O)c2ccc(C)c([N+](=O)[O-])c2)cc1
  4	.	-4.2	2.4	3	0.3	-7	6	1
COCCn1c(C)cc(C(=O)COC(=O)/C=C/c2cccc(OC)c2)c1C
  21	23	1.4	-1.6	-4	12	-1	4	12
CCCCN(CCCC)C(=O)C1(P(=O)(c2ccccc2)c2ccccc2)CCC1
  13	.	1.2	-0.95	15	-0.5	0	4	-7
CCOC(=O)C1(Cc2cccc(Cl)c2)CCCN(C2CCN(C(C)=O)CC2)C1 (stereo unspecified)
  2	10	-0.3	-0.47	3	-0.8	.	10	0
CCOc1cc(S(=O)(=O)n2cc(-c3ccc(F)cc3)c(N)n2)cc(OCC)c1OCC
  2	-12	-0.2	.	-12	0.5	-12	7	1
CCc1ccc2c(c1)C(c1ccc([N+](=O)[O-])cc1)=NNC(c1ccccc1)=N2
  3	-4	0.4	-0.012	10	1.1	-20	17	-9
Cn1nc(-c2ccccc2)c(N2CCCCC2)cc1=O
  20	14	-3.9	-0.091	-3	3.7	-10	1	-5
COc1cc(/C=C(/C(=O)c2cccs2)c2nc3ccccc3[nH]2)cc(OC)c1O
  -1	-3	-14	0.032	11	64	15	21	14
CN(C)c1ccc(C=C2C(=O)OC(C)(C)OC2=O)cc1
  33	19	0.4	-0.44	1	5.1	3	8	-6
Fc1ccc(CNCCC(Cc2ccccc2)c2ccco2)cc1 (stereo unspecified)
  11	.	-1.5	0.82	-2	0.1	-5	8	-3
CCO[C@H]1OC(C(=O)NC2CC2)=C[C@@H](c2ccc3c(c2)OCO3)[C@@H]1CCCO
  -15	2	-1.4	-0.44	-2	-0.3	-1	5	-6
Cc1c(Cl)cccc1NC(=S)NC1CCN(C(C)C)CC1
  10	-5	-0.6	1.7	-2	14	-9	4	-2
O=C(c1cc([N+](=O)[O-])ccc1N1CCCCC1)N1CCCC1
  -1	-7	2.4	-0.039	-6	-1.1	2	-3	-1
CCCC(=O)Nc1ccc(Cl)c(NC(=S)NC(=O)c2ccco2)c1
  2	-9	3.6	0.42	5	44	-8	17	-7

Additional results
Value order: Hck-Nef inh	Rad51 HR inh	TNF death inh	Cl transport mod	FXIa inh	L929 necroptosis	KLK5 inh	FXIIa inh	thrombin 1536
S=C(Nc1ccc(Cl)c(Cl)c1)NN1CCOCC1
  2	-1	1.4	0.83	-3	-0.1	-9	5	-16
O=C(CCl)N(c1ccccc1)C1CCCCC1
  -2	13	-20	-0.48	2	78*	-3	0	0
OC(CNCc1ccccc1)COCc1ccc(Cl)cc1 (stereo unspecified)
  17	-12	2.2	1.1	-8	-1.4	-4	10	-26
NC(=S)Nn1c(CCC(=O)O)ccc1-c1ccccc1
  -2	2	0.8	0.43	21	-0.2	-6	12	-4
Cc1ccccc1OCC(O)Cn1c2ccccc2c2ccccc21 (stereo unspecified)
  0	.	-1.4	.	4	1.0	-9	24	5
COC(=O)C1=C(N)Oc2cc(C)n(Cc3ccco3)c(=O)c2C1c1cccc(Cl)c1 (stereo unspecified)
  -1	-10	-3.5	.	-5	-0.3	6	0	-7
Cc1ccc(NC(=O)c2ccc([N+](=O)[O-])o2)cc1C
  2	.	-10	.	4	23	0	15	2
CCOc1c(Cl)cc(CNCC(C)C)cc1Cl
  6	-2	1.5	0.58	18	0.3	4	21	8
COc1ccc(/C=N/NC(=O)c2ccc(Cl)c(S(N)(=O)=O)c2)cc1OCC(N)=O
  10	9	0.9	-2.8	-5	0.3	-4	0	-7
N#CCCN(C(=O)Nc1ccc(Cl)c(Cl)c1)c1ccccc1
  -9	.	4.3	-0.64	0	.	-14	8	-5
Oc1ccccc1-c1nc(N2CCN(Cc3ccccc3)CC2)c2ccccc2n1
  2	-8	2.4	0.71	-3	0.7	-11	6	-4
CCn1c(SCC(=O)NCc2ccc3c(c2)OCO3)nnc1-c1c[nH]c2ccccc12
  0	-11	-0.4	-0.28	8	0.2	4	17	-1
O=C1OCC/C1=C\c1ccccc1
  -4	.	0.7	0.059	-1	.	-10	7	-3
CC(C)C(O)(C(=O)NNc1ccccc1)C(C)C
  14	3	5.0	-0.69	-1	-0.1	0	5	-1
O=C(c1ccc2c(c1)OCO2)N1CCCC1
  2	-11	-0.9	0.65	-2	0.0	-7	8	-1

Looked up above:
Cl transport mod, `NC(=S)Nn1c(CCC(=O)O)ccc1-c1ccccc1` is entered as 0.43
thrombin 1536, `Cc1ccc(NC(=O)c2ccc([N+](=O)[O-])o2)cc1C` is entered as 2

New compounds follow
Value order: Hck-Nef inh	Rad51 HR inh	TNF death inh	Cl transport mod	FXIa inh	L929 necroptosis	KLK5 inh	FXIIa inh	thrombin 1536
COC(=O)c1cc(-c2ccc(NC(C)=O)cc2)nc2ccccc12
  11	-3	-1.2	-0.3	-4	4.7	-2	.	-9
COc1ccc(-c2nnc3sc(COc4ccccc4)nn23)cc1
  -5	2	1.5	-1.7	-3	1.3	-22	-1	-2
Cc1ccc(/C=N/NC(=O)CSc2nc3ccccc3s2)o1
  1	2	2.2	-1.3	6	0.7	-22	11	-2
Cc1ccc(S(=O)(=O)NCC(=O)OCC(=O)c2ccc(Br)s2)cc1
  5	-4	0.6	-0.4	5	0.7	-16	3	-2
CC(CCc1ccccc1)NC(=S)NC(=O)c1ccco1 (stereo unspecified)
  3	-4	-0.8	103*	0	-0.9	0	13	0
CCOc1ccc(C(=O)OC2CCN(C)CC2)cc1
  9	-12	-0.5	1.2	7	-0.6	-11	20	5
Cc1ccc(S(=O)(=O)n2ccnc2)cc1C
  1	-10	1.0	1.1	2	1.4	0	16	-2
O=C(O)CCCN=C1CCCc2ccccc2N1
  -20	0	0.0	0.12	-2	-0.2	-4	0	-3
CCOC(=O)C1=C(Cn2cnc3ccccc32)NC(=O)NC1c1cc(C)ccc1C (stereo unspecified)
  -2	8	-5.9	-1.1	-8	0.1	-5	9	1
CCC(CC)C(=O)N1CCN(c2cccc(C)c2C)CC1
  4	.	-2.9	-0.3	10	0.1	-10	14	1
COc1ccccc1C(=O)Nc1ccc(C)cc1C(=O)c1ccccc1
  3	5	-0.4	-0.86	3	0.8	-4	10	-15
COc1ccc(CCC(=O)Nc2cc(Cl)ccc2N2CCN(C)CC2)cc1
  0	-3	4.2	-1	2	0.5	-13	7	2

Assay outcomes: PubChem, several laboratories
